Screens (PubChem BioAssay)
ATXN2 expr inh = Primary qHTS for Inhibitors of ATXN expression. HEK-293 ATXN2-luciferase reporter, luminescence, 24 h. Potency, µM (top dose mostly 57 µM), without a hit: at the highest dose activity change, negative = inhibition, usual class: inhibitors. actives 0.72% (n = 360,000). AID 1745845, 2022; also: nearly all actives have a fitted effect of over 55% in size
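ATXN2-luciferase reporter cells (luciferase flanked by upstream and downstream ATXN2 gene portions) were treated 24 h at 37 °C with compounds at up to 57 uM. SteadyGlo luminescence gave expression; GF-AFC fluorescence gave viability.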
KB-3-1 tox = qHTS assay for MDR1-selective chemotherapeutics: Primary screen using the parental adenocarcinoma cell KB-3-1; KB-3-1 viability, CellTiter-Glo ATP luminescence, 72 h; Potency, µM (doses to about 46.1 µM), without a hit: top-dose activity change, negative = cytotoxic, hits mostly cytotoxic; AID 1347075, 2019; actives 1.4% (n = 400,000); also: nearly all actives have a fitted effect of over 60% in size
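Luminescent ATP read-out (CellTiter-Glo) measures survival of drug-naive KB-3-1 cells after 72 h compound exposure at 37 °C. Titration series was screened from lowest to highest concentration, with DMSO vehicle plates as background controls.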
KB-V1 MDR tox = qHTS assay for MDR1-selective chemotherapeutics: Primary screen using the drug-selected MDR subline cells KB-V1; KB-V1 MDR cells viability, CellTiter-Glo, 72 h; AID 1347076, 2019; actives 3.4% (n = 400,000); Potency, µM (doses to about 46.1 µM), without a hit: at the top dose activity change, negative = cytotoxicity, most hits filed as cytotoxic; also: nearly all actives have a fitted effect of over 60% in size
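Compound-treated KB-V1 multidrug-resistant cells, 72 h, 37 degrees C; viability by CellTiter-Glo. Fitted qHTS curves give the values.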
Active calls of the source: *. Calls follow the shape of the dose curve; as a rule, active = well fitted curve in the direction sought with a large enough effect; inconclusive = small, poorly fitted or top-dose-only effect, or another doubt; inactive = no such curve, though single readings can be large; an effect the other way counts as inactive or inconclusive. % is scaled to controls: 0 for no effect and ±100 for the full control effect; potency is read from the fitted curve at half-maximal effect.

The first 2 compounds, ahead of the listing:
What do the screens show for `N#Cc1ccccc1NC(=O)c1cccn(Cc2ccccc2)c1=O`?
ATXN2 expr inh: inconclusive; KB-3-1 tox: -11.8%; KB-V1 MDR tox: 3.7%

What do the screens show for `CCSc1nnc(NC(=O)c2cccn(Cc3ccc(Cl)cc3)c2=O)s1`?
ATXN2 expr inh: 0.2%; KB-3-1 tox: 7.4%; KB-V1 MDR tox: -2.5%

The list itself, from the start:
What do the screens show for `N#Cc1ccccc1NC(=O)c1cccn(Cc2ccccc2)c1=O`?
ATXN2 expr inh: inconclusive; KB-3-1 tox: -11.8%; KB-V1 MDR tox: 3.7%

What do the screens show for `CCSc1nnc(NC(=O)c2cccn(Cc3ccc(Cl)cc3)c2=O)s1`?
ATXN2 expr inh: 0.2%; KB-3-1 tox: 7.4%; KB-V1 MDR tox: -2.5%

Results for Cc1ccc(NC(=O)N(Cc2ccc3c(c2)OCO3)C2CCN(Cc3ccccc3)CC2)cc1F ?
ATXN2 expr inh: inconclusive; KB-3-1 tox: -5.5%; KB-V1 MDR tox: 0.0%

What do the screens show for `CC(C)c1nn2c(=O)cc(COC(=O)Cc3ccccc3)nc2s1`?
ATXN2 expr inh: 8.7%; KB-3-1 tox: 11.0%; KB-V1 MDR tox: 0.0%

What do the screens show for `Cc1ccc(-c2nc(CN3C(=O)CN=C(c4ccccc4Cl)c4cc(Cl)ccc43)c(C)o2)cc1`?
ATXN2 expr inh: -9.1%; KB-3-1 tox: inconclusive; KB-V1 MDR tox: inconclusive

How did Cc1cccc(C2CC(=O)Oc3c2c(=O)oc2ccccc32)c1 (centres undefined) do in these assays?
ATXN2 expr inh: 4.7%; KB-3-1 tox: 8.5%; KB-V1 MDR tox: 0.5%

What do the screens show for `COc1cc(C(c2c(O)c3ccccc3oc2=O)c2c(C)n(C)n(-c3ccccc3)c2=O)ccc1OCC(=O)O` (centres undefined)?
ATXN2 expr inh: -5.5%; KB-3-1 tox: 13.4%; KB-V1 MDR tox: 3.6%

Results for COc1ccc(Br)cc1C1SCC(=O)Nc2c1c(C)nn2-c1ccccc1C (centres undefined) ?
ATXN2 expr inh: inconclusive; KB-3-1 tox: inconclusive; KB-V1 MDR tox: -33.5%

What do the screens show for `O=C(Nc1ccc(F)c([N+](=O)[O-])c1)c1cccn(Cc2ccccc2)c1=O`?
ATXN2 expr inh: 8.2%; KB-3-1 tox: 0.0%; KB-V1 MDR tox: -21.3%

What do the screens show for `COc1ccc(Cl)cc1NC(=O)CN1C(=O)CN=C(c2ccccc2)c2cc(Cl)ccc21`?
ATXN2 expr inh: -35.1%; KB-3-1 tox: inconclusive; KB-V1 MDR tox: inconclusive

How did CCOC(=O)c1ccc(NC(=O)CSc2nc3c(cc2C#N)N2CCC3CC2)cc1 do in these assays?
ATXN2 expr inh: 6.9%; KB-3-1 tox: -6.3%; KB-V1 MDR tox: inconclusive

Results for N#Cc1cc2c(nc1SCC(=O)Nc1cccc(F)c1)C1CCN2CC1 ?
ATXN2 expr inh: 29.8%; KB-3-1 tox: inconclusive; KB-V1 MDR tox: 10.3µM*

What do the screens show for `CCc1ccc(-n2nc(C)c3c2NC(=O)CSC3c2ccccc2C)cc1` (centres undefined)?
ATXN2 expr inh: -39.6%; KB-3-1 tox: 0.0%; KB-V1 MDR tox: -23.9%

How did COc1ccc(OCC(=O)N2CCN(Cc3cc(=O)n4nc(-c5ccccc5C)sc4n3)CC2)cc1 do in these assays?
ATXN2 expr inh: -21.0%; KB-3-1 tox: -10.1%; KB-V1 MDR tox: -13.9%

What do the screens show for `CSc1ncc(C(=O)Nc2ccc(Cl)cc2C(=O)c2ccccc2)c(C)n1`?
ATXN2 expr inh: 1.0%; KB-3-1 tox: 0.2%; KB-V1 MDR tox: 4.2%

How did Cc1cc(NC(=O)c2cccn(Cc3cccc([N+](=O)[O-])c3)c2=O)no1 do in these assays?
ATXN2 expr inh: 2.1%; KB-3-1 tox: 3.4%; KB-V1 MDR tox: -8.2%

How did COc1ccc(NC(C)=O)cc1NC(=O)c1cccn(Cc2ccccc2)c1=O do in these assays?
ATXN2 expr inh: -1.2%; KB-3-1 tox: 1.9%; KB-V1 MDR tox: 0.0%

What do the screens show for `Cc1cccc(OCC(=O)N2CCN(Cc3cc(=O)n4nc(-c5ccccc5Cl)sc4n3)CC2)c1`?
ATXN2 expr inh: 12.7%; KB-3-1 tox: -0.3%; KB-V1 MDR tox: 9.0%

How did O=C(Nc1ccc(F)c(Cl)c1)N(Cc1ccc2c(c1)OCO2)C1CCN(Cc2ccccc2)CC1 do in these assays?
ATXN2 expr inh: inconclusive; KB-3-1 tox: 0.4%; KB-V1 MDR tox: -0.2%

Results for Cc1ccc2scc(N3CCN(C)CC3)c(=O)c2c1 ?
ATXN2 expr inh: 34.3%; KB-3-1 tox: 5.8%; KB-V1 MDR tox: 1.8%

Results for Cc1ccc(C(C)(C)C)c(OCC(=O)Nc2ccc(Cl)cc2C(=O)c2ccccc2)c1 ?
ATXN2 expr inh: 2.3%; KB-3-1 tox: 1.2%; KB-V1 MDR tox: -16.7%

Results for O=C(Nc1ccc2c(c1)OCO2)c1cccn(Cc2cccc(F)c2)c1=O ?
ATXN2 expr inh: 7.0%; KB-3-1 tox: -5.5%; KB-V1 MDR tox: 18.0%

How did CCOC(=O)c1ccc(NC(=O)c2cccn(Cc3ccc(C)cc3)c2=O)cc1 do in these assays?
ATXN2 expr inh: -18.2%; KB-3-1 tox: inconclusive; KB-V1 MDR tox: -20.6%

Results for CCCCc1ccc(NC(=O)c2cccn(Cc3ccc(Cl)cc3)c2=O)cc1 ?
ATXN2 expr inh: -12.1%; KB-3-1 tox: inconclusive; KB-V1 MDR tox: -8.4%

What do the screens show for `CC(C)(C)c1ccc(OCC(=O)Nc2ccc(Cl)cc2C(=O)c2ccccc2)cc1`?
ATXN2 expr inh: 14.2%; KB-3-1 tox: -6.0%; KB-V1 MDR tox: 10.3%

What do the screens show for `CCc1ccc(NC(=O)c2cccn(Cc3cccc([N+](=O)[O-])c3)c2=O)cc1`?
ATXN2 expr inh: -0.7%; KB-3-1 tox: inconclusive; KB-V1 MDR tox: -11.0%

What do the screens show for `CC(C)c1ccc(OCC(=O)N2CCN(CCc3ccncc3)CC2)cc1`?
ATXN2 expr inh: 29.4%; KB-3-1 tox: -1.6%; KB-V1 MDR tox: 4.1%

What do the screens show for `Cc1cccc(-c2nc(CN3C(=O)CN=C(c4ccccc4)c4ccccc43)c(C)o2)c1`?
ATXN2 expr inh: inconclusive; KB-3-1 tox: -14.6%; KB-V1 MDR tox: -10.1%

What do the screens show for `Cc1ccc(Cn2cccc(C(=O)Nc3ccc(C)c(Cl)c3)c2=O)cc1`?
ATXN2 expr inh: -19.0%; KB-3-1 tox: inconclusive; KB-V1 MDR tox: -8.8%

What do the screens show for `Cc1nnc(NC(=O)c2cccn(Cc3ccccc3)c2=O)s1`?
ATXN2 expr inh: 13.0%; KB-3-1 tox: 10.1%; KB-V1 MDR tox: 2.0%

Next part, overlapping the part above by four compounds.
What do the screens show for `CC(C)c1ccc(OCC(=O)N2CCN(CCc3ccncc3)CC2)cc1`?
ATXN2 expr inh: 29.4%; KB-3-1 tox: -1.6%; KB-V1 MDR tox: 4.1%

What do the screens show for `Cc1cccc(-c2nc(CN3C(=O)CN=C(c4ccccc4)c4ccccc43)c(C)o2)c1`?
ATXN2 expr inh: inconclusive; KB-3-1 tox: -14.6%; KB-V1 MDR tox: -10.1%

What do the screens show for `Cc1ccc(Cn2cccc(C(=O)Nc3ccc(C)c(Cl)c3)c2=O)cc1`?
ATXN2 expr inh: -19.0%; KB-3-1 tox: inconclusive; KB-V1 MDR tox: -8.8%

What do the screens show for `Cc1nnc(NC(=O)c2cccn(Cc3ccccc3)c2=O)s1`?
ATXN2 expr inh: 13.0%; KB-3-1 tox: 10.1%; KB-V1 MDR tox: 2.0%

Results for CCC12CN3CC(CC)(CN(C1)C3c1ccccn1)C2=O (centres undefined) ?
ATXN2 expr inh: -4.0%; KB-3-1 tox: 3.8%; KB-V1 MDR tox: 0.0%

How did Cn1cc(/C=C/c2nc3ccccc3c(=O)n2-c2ccccc2)c2ccccc21 do in these assays?
ATXN2 expr inh: 6.6%; KB-3-1 tox: -7.1%; KB-V1 MDR tox: 13.5%

How did CC(C)C12CN3CC(C(C)C)(CN(C1)C3c1ccccn1)C2=O (centres undefined) do in these assays?
ATXN2 expr inh: 11.6%; KB-3-1 tox: 4.0%; KB-V1 MDR tox: -5.9%

What do the screens show for `COc1ccccc1-c1nn2c(=O)cc(CN3CCN(C(=O)COc4ccccc4Cl)CC3)nc2s1`?
ATXN2 expr inh: 2.2%; KB-3-1 tox: -6.0%; KB-V1 MDR tox: 14.5%

Results for Cc1cccc(-n2c(/C=C/c3cn(C)c4ccccc34)nc3ccccc3c2=O)c1 ?
ATXN2 expr inh: 13.4%; KB-3-1 tox: -22.3%; KB-V1 MDR tox: -11.7%

What do the screens show for `COC(=O)c1ccccc1NC(=O)c1cccn(Cc2cccc(Cl)c2)c1=O`?
ATXN2 expr inh: inconclusive; KB-3-1 tox: 2.5%; KB-V1 MDR tox: inconclusive

What do the screens show for `Cc1ccccc1OCC(=O)N1CCN(CCc2ccccn2)CC1`?
ATXN2 expr inh: 6.0%; KB-3-1 tox: inconclusive; KB-V1 MDR tox: -15.4%

How did CCOc1ccc2nc(NC(=O)c3cccn(Cc4ccc(Cl)cc4)c3=O)sc2c1 do in these assays?
ATXN2 expr inh: 1.0%; KB-3-1 tox: 17.1%; KB-V1 MDR tox: -12.6%

How did Cc1ccc(Cn2cccc(C(=O)Nc3ccc4c(c3)OCCO4)c2=O)cc1 do in these assays?
ATXN2 expr inh: 24.6%; KB-3-1 tox: -21.5%; KB-V1 MDR tox: inconclusive

Results for COC(=O)c1ccc(NC(=O)c2cccn(Cc3ccccc3C)c2=O)cc1 ?
ATXN2 expr inh: -1.6%; KB-3-1 tox: -4.6%; KB-V1 MDR tox: inconclusive

Results for Cc1ccc(Cl)cc1NC(=O)N(Cc1ccc2c(c1)OCO2)C1CCN(Cc2ccccc2)CC1 ?
ATXN2 expr inh: inconclusive; KB-3-1 tox: -1.7%; KB-V1 MDR tox: inconclusive

What do the screens show for `Cc1ccc(Cn2cccc(C(=O)Nc3cc([N+](=O)[O-])ccc3C)c2=O)cc1`?
ATXN2 expr inh: -1.8%; KB-3-1 tox: inconclusive; KB-V1 MDR tox: inconclusive

Results for O=C1CC(c2c(F)cccc2Cl)c2c(c3ccccc3oc2=O)O1 (centres undefined) ?
ATXN2 expr inh: -9.1%; KB-3-1 tox: 0.6%; KB-V1 MDR tox: 6.6%

How did Cc1nnc(NC(=O)c2cccn(Cc3cccc([N+](=O)[O-])c3)c2=O)s1 do in these assays?
ATXN2 expr inh: 10.5%; KB-3-1 tox: -11.3%; KB-V1 MDR tox: 3.8%

How did COc1ccc(Cl)cc1NC(=O)c1sc2nc3c(cc2c1N)N1CCC3CC1 do in these assays?
ATXN2 expr inh: 10.7%; KB-3-1 tox: -7.4%; KB-V1 MDR tox: inconclusive

Not all compounds are listed. The share of hits here may be higher or lower than overall.
